Screening data from PubChem.
CF NFkB inh: inhibitors of cystic fibrosis induced NF-kB; inhibition, % at 5 µM; hit rate 0.86% among 360,000; KKLEB NF-kB-GFP reporter, PAF-induced, GFP fluorescence overnight; AID 588850;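 active = at least 50% inhibition at 5 µM, scaled per plate between neutral and stimulator controls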;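 note: PAF is a Pseudomonas aeruginosa culture filtrate used as stimulus; plate controls were PAF-stimulated DMSO wells for no effect and unstimulated DMSO wells for full effect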
MITF TRPM1 inh: reduces MITF-dependent TRPM1 promoter luciferase signal; SK-MEL-5 TRPM1 promoter luciferase, 24 h; inhibition, % at 12.5 µM; hit rate 0.83% among 330,000; AID 488899;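 active = mean inhibition across replicates of 60% or more, whatever share of single replicates reaches that level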; note: values of inactives mirror those of a sister screen read the other way
NR2E3 ag-1: activates human photoreceptor nuclear receptor NR2E3 | Q9Y5X4 | GST-NR2E3/biotin-RetCOR TR-FRET, 1536-well | inhibition of corepressor binding, % at 4.78 µM | hit rate 0.12% among 320,000 | AID 2300;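 active = percent inhibition above the cutoff of mean plus 3 SD of all tested compounds, set per screening campaign, cut at about 20% in these data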;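 note: 0% = DMSO wells and 100% = biotin wells as full block of FRET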
Target sequence (Q9Y5X4 whole entry, looked up): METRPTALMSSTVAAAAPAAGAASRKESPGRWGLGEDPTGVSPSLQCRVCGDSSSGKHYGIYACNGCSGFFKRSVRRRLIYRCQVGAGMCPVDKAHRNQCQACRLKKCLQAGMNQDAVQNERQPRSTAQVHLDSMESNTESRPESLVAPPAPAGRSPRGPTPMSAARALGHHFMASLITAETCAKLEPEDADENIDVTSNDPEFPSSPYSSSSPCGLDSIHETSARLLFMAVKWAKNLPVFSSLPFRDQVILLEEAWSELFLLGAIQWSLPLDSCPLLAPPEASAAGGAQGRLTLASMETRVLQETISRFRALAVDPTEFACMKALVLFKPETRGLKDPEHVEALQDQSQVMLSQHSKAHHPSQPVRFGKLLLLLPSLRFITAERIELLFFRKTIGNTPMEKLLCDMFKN
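system = GST-tagged NR2E3 plus biotinylated RetCOR corepressor | input = 1.35 nM GST-NR2E3 | also added = 7 nM biotin-RetCOR | schedule = 5 h incubation at 4 °C | measured by = TR-FRET with europium anti-GST and streptavidin-D2, 340 nm excitation | read-out = percent loss of FRET ratio relative to control wells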
Peg3 promoter: Peg3 promoter activity inhibition. HeLa PEG-Prom luciferase reporter, luminescence, overnight. inhibition, % at 20 µM. hit rate 1.7% among 360,000. AID 588405;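 active = inhibition of at least 50% at 20 µM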
Shn3 inh set2: Schnurri-3 reporter inhibition in Clone20 osteoblasts; Clone20 osteoblast Shn3 3'UTR firefly luciferase, 24 h; inhibition, % at 12.5 µM; hit rate 0.52% among 360,000; AID 588674;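 active = mean inhibition of at least 75% with every replicate also reaching 75%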;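 note: 0% = median of neutral control wells and 100% = pilot-screen positive control compound; some compounds past the cut are filed as inactive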
LMP1 NFkB inh: Epstein-Barr LMP1 NF-kappaB reporter inhibition; LMP1-induced NF-kappaB luciferase reporter cells, luminescence; inhibition, % at 12.5 µM; hit rate 0.69% among 350,000; AID 504558; in the data active = inhibition above about 41%;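 note: 0% = neutral control wells and 100% = reference inhibitor control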
C8 TRAIL sens: sensitizes caspase-8 expressing cells to TRAIL; inhibition (viability loss, TRAIL sensitization), % at 10 µM; AID 624354; hit rate 1% among 360,000; NB7+C8 cells + TRAIL, ATPlite viability luminescence;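 active = compounds causing at least 50% loss of cell viability in the single-dose screen, relative to plate controls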
HIF-2a inh: blocks HIF-2a reporter activity | 786-0 RCC cells HIF-2a reporter, luciferase luminescence, overnight | inhibition, % at 18.8 µM | hit rate 0.72% among 360,000;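 active = inhibition of the luminescence signal of 40% or more relative to plate controls, in a single-dose primary screen at 18.75 µM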
NR2E3 ag-2: human photoreceptor-specific nuclear receptor agonism | Q9Y5X4 | CHO-S Gal4-NCOR/VP16-NR2E3 two-hybrid, luciferase | inhibition of corepressor binding, % at 3.98 µM | hit rate 0.35% among 360,000 | AID 602229;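 active = inhibition above the mean of all tested compounds plus 3 SD, cut at about 70% in these data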;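 note: 0% = DMSO with NR2E3 transfected cells and 100% = cells lacking NR2E3 construct; higher means lower luciferase signal from less NR2E3 corepressor binding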
KKLEB tox: reduces viability of KKLEB cystic fibrosis airway cells; AID 602141; KKLEB CF airway cells viability, ATPlite luminescence, overnight; active compounds read low; cells stimulated with P. aeruginosa culture filtrate; hit rate 0.36% among 360,000; activity change (cytotoxicity), % at 5 µM;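 active = corrected activity change at or below -50% at 5 µM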
iPSC survival up: enhancers of human iPSC single-cell survival; hiPSC single-cell survival, ATPlite luminescence; 100% = ROCK inhibitor wells, 0% = DMSO; survival enhancement, % at 20 µM; hit rate 0.044% among 360,000; AID 602274; in the data active = survival enhancement above about 18%;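 note: cells exposed to compounds for 16 hours before the ATP read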
Numbers without * were called inactive; . = no result given. A portion of the library; count on the stated rates, not on these rows.

SMILES	CF NFkB inh	MITF TRPM1 inh	NR2E3 ag-1	Peg3 promoter	Shn3 inh set2	LMP1 NFkB inh	C8 TRAIL sens	HIF-2a inh	NR2E3 ag-2	KKLEB tox	iPSC survival up
CN(C)c1ccc(NC(=O)CN2C(=O)CN=C(c3ccccc3)c3ccccc32)cc1	-9.7	-10.5	-1.5	21.6	-43.5	-5.9	-3.3	6.7	-0.8	4.7	-0.3
O=C1NC(=O)N(c2ccc3c(c2)OCO3)C(=O)/C1=C\c1ccc(N2CCCCC2)o1	-0.1	-9.9	-0.4	-5.5	-10.2	2.2	-9.4	5.5	-2.9	-17.8	-2.9
CCCCCCn1c(O)c(/C=N/N2CCCCCC2)c(=O)[nH]c1=O	-5.6	-1.8	-0.9	6.9	4.1	-0.6	-8.4	10.7	18.1	-0.2	0.0
CN1C(=O)C(=Cc2ccccc2OCCOc2ccc([N+](=O)[O-])cc2)C(=O)N(C)C1=O	1.0	-4.7	0.5	-13.3	-12.4	1.4	0.9	-20.9	-24.8	5.4	-0.1
C[C@]1(O)CCC2C3CC[C@H]4C[C@@H](OC(=O)[C@@H](N)CCCCN)CC[C@]4(C)C3CC[C@@]21C (stereo partly specified)	15.9	.	.	18.3	-6.0	2.2	-12.1	3.6	1.2	-4.3	-1.1
COC(=O)C1=C(c2ccc(C(C)=O)cc2)C[C@@H]2CC[C@H]1N2C(=O)N1CCOCC1	-18.1	-18.3	2.8	-10.0	20.5	8.7	3.1	1.9	-3.8	12.6	-0.3
Cn1c(O)c(/C=N/NC(=O)c2ccncc2)c(=O)n(C)c1=S	-5.0	12.2	-1.8	8.1	6.0	4.0	-6.4	3.7	2.9	-3.9	-0.7
C/C=C(\C)C(=O)N[C@@H](c1ccccc1)[C@@H](O)C(=O)O[C@H]1C[C@@]2(O)[C@@H](OC(=O)c3ccccc3)C3[C@](C)(C(=O)[C@H](OC(C)=O)C(=C1C)C2(C)C)[C@@H](O)C[C@H]1OC[C@@]31OC(C)=O (stereo partly specified)	31.1	.	0.8	28.1	24.1	.	24.0	-0.7	-10.7	-22.3	-0.4
NP(=O)(Oc1ccccc1)Oc1ccccc1	7.0	-1.2	.	14.1	81.7	5.2	-1.7	8.2	-18.9	-6.2	0.2
c1ccc(C[n+]2ccccc2)cc1	1.6	.	0.4	-2.8	-14.5	-0.4	-13.8	5.2	17.4	-15.2	2.0
CC(C)C/C(=N/O)c1c[nH]c2ccccc12	-10.2	16.9	-6.1	-5.9	-3.9	2.3	-6.5	-12.8	-50.2	-6.2	-4.7
Cc1ccc(C(=O)O)cc1N=Nc1c(O)[nH]c(=O)[nH]c1=O	-23.3	7.8	-6.6	11.6	-0.1	6.0	-7.7	16.3	-17.4	9.3	1.2
CC(C)(C)C(=O)Cn1c(NCCCl)nc2ccccc21	-2.2	-10.4	5.9	0.2	-14.6	1.1	-7.9	10.4	10.2	7.2	-0.5
CCCCn1c(NC(=O)c2ccc(Br)o2)c(C(=O)OCC)c2nc3ccccc3nc21	26.0	-5.1	30.3*	22.0	-6.6	-9.2	0.0	20.1	-9.2	-33.0	-4.6
O=C(c1ccc(Cl)cc1)C12CN3CN(CN(C3)C1)C2	12.2	-2.8	3.8	-4.2	-5.9	-1.5	7.4	6.6	4.7	8.7	-0.4
C[C@]12CCC3[C@@H](CCC4=CC(=O)CC[C@@]43C=O)C1CCC2=O (stereo partly specified)	-18.7	4.7	5.3	8.9	-9.5	-7.5	16.5	7.9	-3.9	3.9	0.1
COc1cccc(N2C(=O)NC(=O)/C(=C/c3ccc4c(c3)Cc3ccccc3-4)C2=O)c1	-20.8	-21.3	-1.8	-92.0	-1.4	-4.5	7.5	-178.2	-122.7	10.3	0.6
CN1C(=O)C(=Cc2cccnc2)C(=O)N(C)C1=O	-17.8	-6.7	-0.2	3.5	-14.0	4.8	-9.0	19.9	-9.3	11.3	0.2
O=C(COc1ccc(Cl)cc1)NCCc1cnc[nH]1	5.5	-1.7	.	11.2	-2.5	2.9	5.9	11.5	-19.7	1.2	-0.7
CC(=O)c1ccc(OCC(=O)N2CCCC(N(C)Cc3ccccc3)C2)cc1 (stereo unspecified)	-16.8	9.3	3.6	0.6	-2.0	-4.7	4.1	2.8	9.0	13.2	-0.4
CCC(C)n1c(O)c(C(c2ccccn2)c2c(O)n(C(C)CC)c(=S)[nH]c2=O)c(=O)[nH]c1=S (stereo unspecified)	1.8	-2.7	2.0	12.4	8.2	0.7	-2.1	-13.3	-17.5	7.7	1.7
Oc1ccc2c3c1O[C@H]1c4[nH]c5ccccc5c4C[C@@]4(O)[C@@H](C2)N(CC2CC2)CC[C@]314	7.3	-1.6	2.0	-27.2	-34.9	-1.0	2.9	1.5	4.9	26.1	-2.7
CC(C)COC(=O)N1Cc2ccccc2-n2nncc2C1	-9.2	.	.	-14.1	-8.5	-5.5	-5.2	-2.3	-14.4	6.7	3.8
O=C(N/N=C/c1c(O)n(Cc2ccccc2)c(=O)[nH]c1=O)c1ccncc1	-2.3	.	-3.9	3.9	-2.3	.	15.1	9.5	5.7	6.7	-0.6
Cc1cc2c(cc1C)NP(=S)(c1ccccc1)N2	5.6	-70.8	.	-209.0	30.6	-24.6	-25.7	-204.1	-99.4	-0.1	5.1

Further results.
SMILES	CF NFkB inh	MITF TRPM1 inh	NR2E3 ag-1	Peg3 promoter	Shn3 inh set2	LMP1 NFkB inh	C8 TRAIL sens	HIF-2a inh	NR2E3 ag-2	KKLEB tox	iPSC survival up
COc1ccc(C2(c3cccc(O)c3OC)CCN(C(C)=O)CC2)cc1O	-6.5	4.3	-0.9	-7.6	-6.6	5.8	-6.2	5.7	-8.3	15.4	-0.5
CCn1c(=O)cc(SCC(=O)N2CCC3(CC2)OCCO3)c2ccccc21	-48.5	-0.1	-6.2	-8.3	-2.9	2.4	7.2	-13.8	17.7	-3.5	-0.4
Cn1c2ccccc2c2c(C(=O)N3CCC4(CC3)OCCO4)cn(C3CCCCC3)c(=O)c21	13.0	2.8	1.7	22.7	.	3.4	3.7	14.8	-32.5	-15.5	-1.7
Cc1ccc(OC(=O)N(C)C[C@H]2OCc3cnnn3CCCC(=O)N([C@@H](C)CO)C[C@H]2C)cc1	-13.1	.	.	32.0	16.9	-7.8	-9.9	3.0	-27.6	-1.0	-3.5
C[C@]12CCC3C(CC[C@@H]4[C@H]5O[C@H]5CC[C@]34C)C1CC[C@@H]2O (stereo partly specified)	8.4	4.1	.	-3.2	-2.6	1.0	-10.8	-2.0	-12.7	-0.4	0.5
CN(C)C(Cc1ccccc1)C(=O)c1ccccc1 (stereo unspecified)	-3.8	-9.8	1.8	-31.4	-0.5	-1.6	8.6	-23.5	12.5	0.2	0.3
COc1ccc(CNC(=O)CCC(=O)N2C[C@H]3C[C@H](C2)c2cccc(=O)n2C3)cc1OC	-10.2	-6.7	-0.2	8.2	-11.4	1.0	5.4	10.8	-2.2	5.0	4.7
COc1ccccc1-n1c(Cc2ccccc2)nc2ccccc2c1=O	-6.8	9.2	1.1	11.6	-11.1	1.3	-6.2	-6.9	-3.4	-10.1	-0.2
C#C[C@]1(O)CCC2C3CC=C4C[C@H](O)CC[C@]4(C)C3CC[C@@]21C (stereo partly specified)	-1.9	-12.3	.	7.0	15.1	3.8	-8.2	12.0	-1.4	2.6	0.7
O=C(c1ccc2c3c(cccc13)CC2)C1CCCN(Cc2ncc[nH]2)C1 (stereo unspecified)	21.9	-6.4	-0.3	16.9	-4.7	-5.3	3.6	9.5	5.1	-13.7	2.4
CN1C(=O)C2C[C@@]3(Br)c4ccccc4N(OOSc4ccccc4)[C@H]3N2C(=O)[C@@H]1Cc1ccccc1 (stereo partly specified)	-27.6	-0.9	0.0	3.0	-8.6	6.0	14.6	32.9	-10.0	5.3	-1.1
CCOc1ccc(NC2=NCCCS2)cc1	-5.0	-5.6	0.6	-23.4	4.3	-5.9	8.5	-5.9	-28.2	3.7	-0.6
O=[N+]([O-])c1ccc(Cl)c(Cl)c1Cl	-9.5	-0.7	-1.3	-6.0	-16.3	-3.7	4.8	10.3	-14.1	-3.2	-0.8
O=C(NC12CC3CC(CC(C3)C1)C2)OC1CN2CCC1CC2 (stereo unspecified)	-1.2	.	-3.8	-8.7	-6.0	.	-2.3	11.2	-21.3	-4.6	-0.5
CC(N)C(=O)OC(C)(C)Cc1ccc(Cl)cc1 (stereo unspecified)	10.9	11.3	0.7	9.4	-6.3	4.3	9.2	5.5	-12.9	31.5	0.7
C=C1C(=O)O[C@H]2[C@H]1[C@H](OC(=O)CC(=O)O[C@@H]1C[C@@H](C)[C@@H]3C=CC(=O)[C@@]3(C)[C@H]3OC(=O)C(=C)[C@H]13)C[C@@H](C)[C@H]1C=CC(=O)[C@]12C	46.6	10.3	-0.1	22.4	84.6	-6.9	26.7	-3.0	78.1*	-8.0	-3.5
N#Cc1ccc(C(=O)N2Cc3cnnn3-c3ccccc3C2C#N)cc1 (stereo unspecified)	-17.0	-1.1	.	-16.4	21.4	-3.1	-0.4	0.7	1.6	7.3	-0.1
COC(=O)C1=C(c2ccc(S(C)(=O)=O)cc2)C[C@@H]2CC[C@H]1N2C(=O)NCCS(C)=O (stereo partly specified)	17.4	-2.5	-0.3	-4.2	6.5	-2.4	-20.2	4.5	-8.4	2.7	-1.7
O=c1[nH]c(=S)n(-c2ccc(Cl)cc2)c(O)c1C=Nc1ccc(N2CCOCC2)cc1	13.2	-7.2	-3.5	9.6	-5.3	4.2	-0.8	5.8	4.6	-1.7	-0.4
O=c1cccc2n1CC1CC2CN(Cc2ccc3c(c2)OCO3)C1 (stereo unspecified)	5.0	-12.5	6.4	-0.3	5.6	6.2	14.1	-17.3	20.9	9.7	-1.8
N#CCP(=S)(c1ccccc1)c1ccccc1	14.4	-6.6	-0.1	21.3	-20.7	3.1	-7.5	23.7	14.5	4.8	-1.7
CCOc1ccc2oc(C(=O)NN3C(C)CCCC3C)c(C)c2c1 (stereo unspecified)	4.7	-17.0	-3.2	4.3	0.6	15.0	5.6	7.0	-8.7	0.2	-0.6
CC(C)C(=O)c1cn(Cc2ccccc2C#N)c2ccccc12	0.1	5.0	2.4	3.4	6.1	-1.5	6.0	19.8	-26.5	-0.5	2.1
Oc1c(Br)cc(Br)cc1Br	-8.4	-1.3	0.9	1.7	-24.1	3.8	9.8	1.4	6.8	2.9	-0.8
C=CCN1C(=O)C2(C(C(=O)OCC)=C(N)Oc3ccccc32)c2c1c1ccccc1oc2=O (stereo unspecified)	-5.9	5.7	-0.3	23.4	-12.2	-3.6	12.6	1.8	16.0	-2.3	-0.3
